From PubChem BioAssay
luminol inh ctr: counter-screen for Nox1 inhibitors: inhibitors of luminol chemiluminescence. HRP/luminol/H2O2 chemiluminescence counterscreen. inhibition, % at 6.7 µM. 0.4% of 16,000 active. AID 1823; further: reference of the scale not given here
TLR4-MyD88 inh: TLR4-MyD88 interaction inhibition; Cell-based TLR4-MyD88 binding inhibition assay; 0.06% of 16,000 active; inhibition, % at 10 µM; O00206; in the data active means inhibition above about 45%
NOTCH ag: agonists of NOTCH signaling; NOTCH signaling luciferase reporter cells, luminescence; activation, % at 2.5 µM; 0.4% of 15,000 active; AID 434982; in the data active means activation above about 2.2%
KOR antag MB: antagonists of human kappa opioid receptor OPRK1, Maybridge library. inhibition, % at 9 µM. AID 652031. P41145. OPRK1 cells, antagonist mode, fluorescence readout. 0.4% of 16,000 active; in the data active means inhibition above about 50%
Target sequence (P41145 whole entry, looked up): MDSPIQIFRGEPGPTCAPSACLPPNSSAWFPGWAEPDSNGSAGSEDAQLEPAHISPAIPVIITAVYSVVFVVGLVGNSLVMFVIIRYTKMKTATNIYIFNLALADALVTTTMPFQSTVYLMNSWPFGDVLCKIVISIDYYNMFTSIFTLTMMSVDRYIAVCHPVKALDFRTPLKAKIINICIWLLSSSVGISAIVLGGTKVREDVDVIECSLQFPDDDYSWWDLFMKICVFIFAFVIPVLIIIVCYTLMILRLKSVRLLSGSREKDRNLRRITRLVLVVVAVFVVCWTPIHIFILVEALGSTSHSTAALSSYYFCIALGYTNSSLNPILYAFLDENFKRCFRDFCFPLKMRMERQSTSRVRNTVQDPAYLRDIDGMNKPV
Nox1 inhibitor: human Nox1 inhibition; Q9Y5S8; HT29 cells, luminol chemiluminescence ROS; inhibition, % at 6.7 µM; 0.81% of 16,000 active; AID 1792
rat GALR2 agon: GALR2 (rat) receptor agonism; AID 833; cell-based GALR2 agonist screen; 0.5% of 16,000 active; activation, % at 10 µM; O08726; in the data active means activation above about 15%
PME-1 Maybridge: inhibitors of human PME-1 in Maybridge library; 0.5% of 16,000 active; Q9Y570; recombinant PME-1, FP-Rh probe fluorescence polarization; inhibition, % at 9 µM; in the data active means inhibition above about 30%
S1P1 agonist: activates the human S1P1 receptor. P21453. 1.5% of 16,000 active. S1P1 agonist cell-based reporter assay. AID 1044. activation, % at 4.5 µM; in the data active means activation above about 80%
Target sequence (P21453 whole entry, looked up): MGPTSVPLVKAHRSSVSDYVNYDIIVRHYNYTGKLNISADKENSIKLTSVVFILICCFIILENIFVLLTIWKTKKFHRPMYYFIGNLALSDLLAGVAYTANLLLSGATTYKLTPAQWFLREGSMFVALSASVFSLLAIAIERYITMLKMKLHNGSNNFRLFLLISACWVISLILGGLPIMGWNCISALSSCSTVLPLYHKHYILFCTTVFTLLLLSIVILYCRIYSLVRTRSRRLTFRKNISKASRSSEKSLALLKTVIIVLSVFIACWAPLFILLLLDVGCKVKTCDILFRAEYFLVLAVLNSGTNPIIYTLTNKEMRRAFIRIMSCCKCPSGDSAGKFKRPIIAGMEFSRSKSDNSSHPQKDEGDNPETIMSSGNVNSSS
Starred values were filed as active, the others as inactive; . = not tested or not shown. Unless noted, no stated cut-off is given here; in the data, active means inhibition above about 75%; inactive means the rest.

SMILES	luminol inh ctr	TLR4-MyD88 inh	NOTCH ag	KOR antag MB	Nox1 inhibitor	rat GALR2 agon	PME-1 Maybridge	S1P1 agonist
OC[C@H]1O[C@@H](Sc2ccccc2)[C@H](O)[C@@H](O)[C@H]1O	-2	0	0.0	-17	-32	-8	-1	0
Cc1csc2sc(/C=C(\C#N)C(=O)c3ccc(Cl)cc3)c(C)c12	-2	1	2.1	12	-11	-9	1	-4
Cc1cccc(C)c1NC(=O)CCN1CCOCC1	1	-8	-0.1	-7	-41	-8	-6	2
CC(=O)N=Nc1c(O)[nH]c2ccc(F)cc12	1	3	-0.1	1	-71	-4	2	-1
CC(=O)c1c(-c2ccccc2)c2cc(Cl)ccc2[nH]c1=O	-5	3	0.1	0	-17	-4	5	-2
O=C(NNC(=O)c1cccnc1Oc1ccccc1)c1cccnc1Oc1ccccc1	-4	8	-0.2	-16	5	-5	7	4
NC(=O)c1cccnc1Oc1ccc(Cl)cc1	-6	-2	-0.4	8	-6	-2	3	-22
COc1ccc(C(C)=O)cc1CSC1=NCN(C)CN1	2	8	-0.1	15	-30	-6	-1	15
O=C(NNC(=S)NC(=O)c1ccccc1Cl)c1cccc([N+](=O)[O-])c1	7	-1	-0.5	-4	-40	-4	2	5
Nc1nnc(SCC(=O)c2ccc(F)cc2)s1	20	-3	-0.1	6	-19	-2	0	-4
O=C(O)CC1SC(c2ccc(Oc3ccc(C(F)(F)F)cn3)cc2)=NC1=O (stereo unspecified)	-2	-7	-1.0	11	-32	-3	2	-8
COc1ccccc1NC(=O)N1CCCN(C(=O)c2cccs2)CC1	-6	1	0.1	-16	-40	-6	-1	-17
COC(=O)c1nccnc1C(=O)Nc1ccccc1N1CCOCC1	-4	3	-0.1	28	11	0	3	13
C#CCSC1=N/C(=C/N(C)C)C(=O)N1	61	4	-1.1	-18	-35	-9	0	-3
CC1=N/C(=C\C=C\c2ccccc2)C(=O)O1	-2	0	-5.1	8	-21	-6	0	-7
N/C(=N\OC(=O)c1csnn1)c1ccc(Cl)cc1	3	-5	-0.1	20	-39	-4	-4	-5
O=C(Nc1ccc(OC(F)F)cc1)NC1CCN(C(=O)OCc2ccccc2)CC1	2	-1	-0.6	7	-50	-9	-1	17
O=C(O)c1ccc([N+](=O)[O-])cc1Oc1cccc([N+](=O)[O-])c1	3	7	-0.8	-3	-29	-6	-2	3
CC(=O)Nc1ccc(Br)cc1C(=O)C(=O)Nc1ccc2c(c1)OCO2	-3	-3	-0.1	0	-1	-11	1	9
O=c1cc2nn[nH]n2nc1-c1ccccc1	0	.	-0.3	12	-9	-5	1	6
O=C(NCc1ccco1)c1cc2ccccc2oc1=O	0	2	-0.5	6	-35	-6	1	-11
CC(=O)N1CCSC1C(=O)NNC(=O)c1ccc2c(c1)OCO2 (stereo unspecified)	-10	-4	-0.6	-32	-82	-5	-2	9
N#Cc1cnc(-c2cnccn2)nc1N	-11	-2	-0.3	31	-9	-5	-2	1
CCCCOc1cc(C(=O)O)ccc1OC	2	9	-0.2	15	-55	-3	-1	23
OC(COCc1ccccc1)CN1CCOCC1 (stereo unspecified)	1	11	-0.5	-6	-22	-7	0	9
CN([C@H]1CCN2CCc3ccccc3C2C1)S(C)(=O)=O (stereo partly specified)	3	.	-0.7	5	-68	-4	0	10
CN1CCN(c2ccccc2/C=N/NC(=O)c2cccnc2)CC1	-4	1	-0.3	20	-10	-4	2	-6
NNC(=O)C1CCN(Cc2cccnc2)CC1	2	5	-0.5	19	-69	-8	-2	7
CC(=O)Nc1ccc(/C=N/NC(=O)N/N=C/c2ccc(NC(C)=O)cc2)cc1	-5	-1	-0.7	9	-3	-5	3	-7
CCOC(=O)c1sc2nc(SCc3ccccc3)nc(-c3ccccc3)c2c1N	-2	6	0.8	-17	-32	-8	-6	16

Entries of single compounds as entered above.
O=C(NCc1ccco1)c1cc2ccccc2oc1=O is listed as luminol inh ctr = 0; TLR4-MyD88 inh = 2; NOTCH ag = -0.5; KOR antag MB = 6; Nox1 inhibitor = -35; rat GALR2 agon = -6; PME-1 Maybridge = 1; S1P1 agonist = -11
CN1CCN(c2ccccc2/C=N/NC(=O)c2cccnc2)CC1 is listed as luminol inh ctr = -4; TLR4-MyD88 inh = 1; NOTCH ag = -0.3; KOR antag MB = 20; Nox1 inhibitor = -10; rat GALR2 agon = -4; PME-1 Maybridge = 2; S1P1 agonist = -6

Next part:
SMILES	luminol inh ctr	TLR4-MyD88 inh	NOTCH ag	KOR antag MB	Nox1 inhibitor	rat GALR2 agon	PME-1 Maybridge	S1P1 agonist
O=C(CSc1c(F)c(F)c(C(=O)O)c(F)c1F)c1cccc([N+](=O)[O-])c1	10	-5	0.0	2	35	-2	9	12
NC(=O)C1CCN(S(=O)(=O)c2cc(Cl)sc2Cl)CC1	0	6	-0.5	26	-20	-7	0	-11
O=C(Cn1nnc(-c2cccs2)n1)NNC(=O)c1ccc(Cl)cc1	-1	-6	0.8	44	-1	-5	3	-8
COC(=O)/C(C#N)=C(\C#N)c1ccc(Br)o1	2	1	0.3	8	-14	-4	-4	-8
O=C(Nc1ccccc1SCC(O)CSc1cccs1)c1ccc(Cl)cc1 (stereo unspecified)	-6	-1	-0.4	6	24	-6	-43	4
O=C(O)CSCC(=O)N1CCC(n2cccc2)CC1	9	8	-0.3	-2	-31	-1	3	-5
Cc1cccc(NC(=O)NC(=O)c2ccc(C(C)(C)C)s2)n1	-1	7	-0.1	-12	-66	3	-11	-10
O=C(Nc1ccc(Br)c(C(F)(F)F)c1)c1ccc(CN2C(=O)c3ccccc3C2=O)o1	0	4	-0.2	1	-2	-6	2	-10
CS(=O)(=O)c1csc(C(=O)O)c1Cl	-6	3	0.8	18	20	-4	6	6
Cn1c(SCC(=O)N/N=C/c2cccnc2)nnc1-c1ccncc1	-2	-1	-0.3	1	-5	-7	0	-9

Looked up above:
rat GALR2 agon result of `NC(=O)C1CCN(S(=O)(=O)c2cc(Cl)sc2Cl)CC1` → -7
NOTCH ag result of `O=C(CSc1c(F)c(F)c(C(=O)O)c(F)c1F)c1cccc([N+](=O)[O-])c1` → 0.0

(cont.)
SMILES	luminol inh ctr	TLR4-MyD88 inh	NOTCH ag	KOR antag MB	Nox1 inhibitor	rat GALR2 agon	PME-1 Maybridge	S1P1 agonist
Cc1ccc(NC(=O)/C(C#N)=C/c2cc(Br)cs2)cc1Cl	3	8	-0.3	6	-57	-1	-15	7
Cc1ccc(S(=O)(=O)N(C)C)cc1NC(=O)C1CCC1	-7	-13	0.1	15	21	1	-16	4
CS(=O)(=O)c1sc(NC(=O)Nc2ccc(Cl)cc2)c2c1C=CCC2	-1	-11	-0.7	-5	-101	-3	3	40
c1ccc(-c2cc3c(N4CCOCC4)ncnc3s2)cc1	10	-2	-0.4	-10	-19	-7	-5	1
CCOC(=O)c1c(C)oc(-c2ccc(C)cc2)c1S(=O)(=O)N1CCOCC1	-6	-20	-0.5	1	5	-5	7	-4
O=C(NCc1ccc(S(=O)(=O)N2C=CC(C(F)(F)F)=NCC2)s1)c1ccccc1	-2	-6	-3.6	-10	-12	-4	-1	-5
Cc1ccc(S(=O)(=O)NNC(=S)Nc2ccc3c(c2)OCCO3)cc1	6	0	-0.5	10	34	-1	4	-17
O=c1c2ccccc2nc2ccccn12	1	10	-0.4	3	-44	-4	1	-6
COc1cc2ncnc(NNS(=O)(=O)c3cc(C)c(Cl)cc3C)c2cc1OC	9	-5	-0.7	-4	101*	-6	32*	1
CC(=O)OC[C@@H](OC(C)=O)[C@@H](OC(C)=O)[C@@H](OC(C)=O)C(N)=O	-2	8	-0.1	13	-50	-4	-2	-3

Three consecutive records from above, quoted:
SMILES	luminol inh ctr	TLR4-MyD88 inh	NOTCH ag	KOR antag MB	Nox1 inhibitor	rat GALR2 agon	PME-1 Maybridge	S1P1 agonist
O=C(NCc1ccco1)c1cc2ccccc2oc1=O	0	2	-0.5	6	-35	-6	1	-11
CC(=O)N1CCSC1C(=O)NNC(=O)c1ccc2c(c1)OCO2 (stereo unspecified)	-10	-4	-0.6	-32	-82	-5	-2	9
N#Cc1cnc(-c2cnccn2)nc1N	-11	-2	-0.3	31	-9	-5	-2	1

Next section.
SMILES	luminol inh ctr	TLR4-MyD88 inh	NOTCH ag	KOR antag MB	Nox1 inhibitor	rat GALR2 agon	PME-1 Maybridge	S1P1 agonist
COC(=O)c1cc([N+](=O)[O-])ccc1N1CCOCC1	1	5	-0.8	-10	-93	-1	3	5
COc1ccc(CC2C(=O)OC(C)(C)OC2=O)c(Cl)c1OC	0	7	0.0	-2	-117	-4	3	-4
Cc1nc(C(F)(F)F)ccc1C(=O)NCCNC(=O)OC(C)(C)C	2	-4	0.0	0	-31	-8	-3	-15
Cn1ncc2c(NCCO)ncnc21	1	-3	0.1	-10	-14	-2	-5	-8
CNC(=O)c1ccccc1S(=O)c1cccc2cccc(CO)c12 (stereo unspecified)	-5	-10	-0.3	14	1	-1	8	-6
O=C1CC(C(=O)OCc2ccccc2)N1 (stereo unspecified)	-6	-9	-0.9	14	-7	-6	5	-10
Cc1csc(SCC(=O)NNS(=O)(=O)c2cc(C(F)(F)F)cc(C(F)(F)F)c2)n1	2	-2	-0.9	-3	-38	-3	-3	-8
CSC(=NCc1cccs1)NC(=O)c1c(Cl)cccc1Cl	-3	1	-0.4	-6	29	-2	7	25
COc1cc(-c2c(C#N)c(OC)[nH]c(=O)c2C#N)cc(OC)c1OC	3	3	-0.2	10	45	-3	4	-10
O=C1CC(c2ccccc2)CC(=O)N1c1cccc2c1CCCC2	1	10	-0.9	-21	-30	-6	-3	-18
Cc1nnsc1C(=O)NCCSCc1ccc(Cl)cc1Cl	-4	-9	.	-20	0	-8	10	-2
N#CC(c1cc2ccccc2cn1)c1ccc2c(c1[N+](=O)[O-])C(=O)c1ccccc1C2=O (stereo unspecified)	2	8	-0.7	-1	-27	-8	4	9
O=S(=O)(NCC1COc2ccccc2O1)c1cccc(C(F)(F)F)c1 (stereo unspecified)	0	5	-0.3	-3	-64	-5	2	-11
Cc1ccc(C)n1-c1ccc(C(=O)NN)cc1	-5	12	-0.4	-2	32	-6	1	14
CCCCc1cc(C)c2[nH]c(=O)cc(C)c2c1	0	5	-1.0	-11	-35	-5	-4	-19
O=C(Nc1cc2ccccc2s1)NC1CCN(Cc2ccccc2)CC1	-1	-7	-0.1	47	-13	-6	5	-3
O=C(Oc1cccnc1)c1c(F)cccc1F	-4	-13	-0.1	4	14	-3	6	3
Cc1[nH]nc(-c2cccs2)c1C(=O)N/N=C/c1ccc([N+](=O)[O-])s1	3	2	-1.1	6	-57	-7	-4	-14
CSc1ccc(Oc2cccc(F)c2C#N)cc1	3	-7	-0.1	21	-14	-8	-2	22
CC(C)(C)c1ccc(/C(N)=N/OC(=O)Cc2cccs2)cc1	3	16	-0.7	9	-62	-1	-6	5
CCOC(=O)NC(=O)/C(C#N)=C/Nc1sc(C)c(C)c1C(=O)OCC	6	-4	-0.3	5	-66	-5	1	-42
CCOC(=O)c1cnn2c1nc(N)c1ccccc12	-7	-2	1.1	7	22	-2	7	2
Cc1cccc2c(=O)n(CCNCc3ccccc3)c(C)nc12	3	-5	0.3	9	-8	-11	1	12
COc1c([N+](=O)[O-])cc(S(=O)(=O)N2CCOCC2)cc1[N+](=O)[O-]	8	-4	.	-5	-13	-9	14	13
Cc1cc(N/N=C/c2ccc([N+](=O)[O-])s2)nc2c(N)n[nH]c12	16	-6	-0.3	4	-5	-7	2	-11
Cc1nn(-c2ccccc2)nc1CNS(=O)(=O)c1cn(C)c(C)n1	4	0	-0.8	-3	3	-8	-1	-2
CSc1ncc(S(=O)(=O)Cc2cccs2)c(N)n1	-7	-3	0.0	0	11	-6	2	12
O=[N+]([O-])c1ccc(/C=C/c2nccc3ccsc23)cc1	0	-1	0.1	13	-99	-7	1	-3
O=C(NC1CCN(C(=O)c2c(Cl)cccc2Cl)CC1)C1CCCCC1	-1	-2	-0.7	-20	-30	-7	-1	0
Cc1cnc(NC(=O)CCC(=O)O)c(C)n1	-4	-3	-0.6	1	-7	-5	6	-7
O=c1oc2ccccc2c2c1Sc1ccccc1N2	-1	0	0.4	7	-41	-4	4	-7
S=c1[nH]c(=S)c2cnc(N3CCc4ccccc43)nc2[nH]1	2	-2	0.2	4	-74	-5	2	-5
COc1ccc(N=Nc2cc(C)c3cc(C(C)C)ccc(C)c2-3)cc1	-7	7	-0.8	14	-31	-1	-16	26
O/N=C1/CCCc2c1nc(-c1ccccc1)n2O	1	-1	-0.7	7	-87	-4	2	-6
CCOC(=O)c1cc(-c2cccc([N+](=O)[O-])c2)oc1C	0	-6	-1.0	20	-7	-6	3	5
CCOc1ccc2nc(S/C=C/C(=O)c3ccc(Br)cc3)sc2c1	-2	-5	0.0	6	-10	-4	-5	-9
O=[N+]([O-])c1ccc(CS(=O)(=O)c2ccco2)cc1	-5	-8	-0.3	15	7	-4	4	-10
Cc1cccc(C)c1NC(=O)c1cnc(NC(C)C)cc1C(F)(F)F	-3	-8	-0.2	-14	-9	-5	2	-1
CCOC(=O)COc1ccccc1C#N	-3	-1	-0.3	-7	-16	-4	7	-9
NC(N)=N/N=C/C=C/c1ccccc1	-1	6	-0.3	-9	-64	-1	-3	-3
